Bioassay records as filed in PubChem.
Apaf1 inhib = inhibitors of human Apaf-1 apoptosome, primary screen, biochemical, DEVD-Rh110 fluorescence, uHTS. reconstituted apoptosome caspase-3 activity. inhibition, % at 20 µM. actives 0.71% (n = 330,000); active means inhibition of at least 40% at 20 µM;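 further: plate controls were DMSO wells for no effect and DEVD-CHO caspase inhibitor wells for full effect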
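System – cell-free apoptosome with Apaf-1, procaspase-3 and caspase-9 · Buffer or medium – pH 7.5 Hepes buffer with CHAPS, BSA, DTT · Also added – cytochrome c with DEVD-Rh110 · Times – 30 min compound preincubation, 50 min activation, room temperature · Technique – Rh110 fluorescence intensity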
UBC13 polyUb = UBC13 polyubiquitin chain formation inhibitors, primary screen, biochemical, TR-FRET, uHTS | Ubiquitin-conjugating enzyme E2 N (Homo sapiens), P61088 | inhibition, % at 20 µM | actives 0.47% (n = 330,000) | AID 485273, 2010; in the data active means inhibition above about 45%, passing the limit was not always enough
Target sequence (P61088 whole entry, looked up): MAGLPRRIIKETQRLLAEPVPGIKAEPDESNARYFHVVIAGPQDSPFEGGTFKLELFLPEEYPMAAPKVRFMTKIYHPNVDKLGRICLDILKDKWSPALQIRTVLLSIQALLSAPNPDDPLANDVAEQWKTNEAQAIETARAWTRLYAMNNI
Gli-Sufu block = Gli-Sufu pathway antagonists, primary screen, luciferase luminescence, Sufu-KO-LIGHT cells, uHTS | inhibition, % at 5 µM | actives 0.74% (n = 340,000) | Sufu-KO-LIGHT fibroblasts, Gli luciferase reporter luminescence;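 active means inhibition above about 55%, limit read from the data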;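 further: 0% = DMSO-treated cells and 100% = wells with medium but no cells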
EBI2 antag = EBI2 receptor antagonists, beta-arrestin recruitment, primary screen, cell-based, luminescence, 7a,25-OHC stimulation, uHTS; G-protein coupled receptor 183 (Homo sapiens), P32249; 7a,25-OHC stimulated; inhibition, % at 5 µM; actives 0.81% (n = 360,000); AID 651636, 2012; in the data active means inhibition above about 38%;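 further: enzyme fragment complementation signal reports receptor beta-arrestin coupling in cells; 0% = agonist plus DMSO wells and 100% = wells without agonist; some results beyond the cut were filed as inactive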
Target sequence (P32249 whole entry, looked up, the tested form may be a part): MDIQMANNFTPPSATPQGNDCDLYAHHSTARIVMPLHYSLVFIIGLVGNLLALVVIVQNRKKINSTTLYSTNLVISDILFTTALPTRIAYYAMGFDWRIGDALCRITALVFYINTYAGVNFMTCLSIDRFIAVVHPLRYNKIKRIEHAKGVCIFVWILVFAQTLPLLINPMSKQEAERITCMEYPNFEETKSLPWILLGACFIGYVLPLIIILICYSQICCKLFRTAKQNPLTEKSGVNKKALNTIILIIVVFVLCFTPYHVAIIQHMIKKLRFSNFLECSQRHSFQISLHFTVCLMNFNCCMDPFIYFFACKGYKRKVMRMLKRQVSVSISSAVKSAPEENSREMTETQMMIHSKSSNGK
SENP8 block = SENP8 protease inhibitors, primary screen, biochemical, luminescence. actives 1.2% (n = 330,000). inhibition, % at 10 µM. purified SENP8, Z-RLRGG-aminoluciferin cleavage. Sentrin-specific protease 8 (Homo sapiens), Q96LD8
Target sequence (Q96LD8 whole entry, looked up): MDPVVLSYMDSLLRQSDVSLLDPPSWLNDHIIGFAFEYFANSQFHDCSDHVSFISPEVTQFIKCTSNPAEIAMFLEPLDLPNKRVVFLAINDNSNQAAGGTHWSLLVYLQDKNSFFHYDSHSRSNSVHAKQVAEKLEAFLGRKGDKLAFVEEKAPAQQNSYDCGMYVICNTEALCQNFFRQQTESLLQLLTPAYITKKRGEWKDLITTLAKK
CCR6 antagonist = CCR6 receptor antagonists, primary screen, cell-based, CHO-K1, luminescence, beta-arrestin, uHTS | inhibition, % at 20 µM | AID 493098, 2011 | CHO-K1 CCR6 PathHunter beta-arrestin, CCL20-stimulated | actives 0.49% (n = 340,000);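 active means compounds whose inhibition of the agonist-driven luminescence signal at 20 µM reaches about 50%, limit read from the data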;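 further: cells stimulated with CCL20 at 14 nM final; plate controls were DMSO with CCL20 for no effect and DMSO without agonist for full effect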
697 NFkB inh = inhibitors of PMA/ionomycin-induced NF-kB reporter, 697 cells, primary screen, B-cell NF-kB inhibitor project, cell-based, luminescence, uHTS. 697 B-cell NF-kB luciferase reporter, 16 h. inhibition, % at 4 µM. actives 0.33% (n = 330,000). AID 435022, 2010; in the data active means inhibition above about 35%
Jurkat NFkB inh = inhibitors of induced NF-kB luciferase reporter, primary screen, TCR NF-kB activation inhibitor project, cell-based, luminescence, uHTS; Jurkat, PMA/ionomycin-induced NF-kB luciferase reporter; inhibition, % at 4 µM; actives 0.53% (n = 330,000)
* marks the source's active call; other numbers are inactive results. Unless noted, no stated cut-off is given here; in the data, active means inhibition above about 50%; inactive means the rest.

Results for CC(C)Cn1c(N)c(C(=O)COC(=O)COc2cccc(C(F)(F)F)c2)c(=O)n(C)c1=O ?
Apaf1 inhib: 6.1; UBC13 polyUb: 1.0; Gli-Sufu block: 23.1; EBI2 antag: -1.1; SENP8 block: -10.2; CCR6 antagonist: 7.8; 697 NFkB inh: -35.0; Jurkat NFkB inh: -4.3

What do the screens show for `CCCCOC(=O)c1ccc(-c2ccc(/C=N/NC(=S)NCC)o2)cc1`?
Apaf1 inhib: 2.2; UBC13 polyUb: -9.1; Gli-Sufu block: -51.6; EBI2 antag: 21.9; SENP8 block: -4.4; CCR6 antagonist: -2.6; 697 NFkB inh: -67.3; Jurkat NFkB inh: -22.4

Results for CC(=O)c1ccc(N=Nc2ccc(N(C)C)cc2)cc1 ?
Apaf1 inhib: 9.1; UBC13 polyUb: -108.5; Gli-Sufu block: -53.8; EBI2 antag: 5.2; SENP8 block: 74.8*; CCR6 antagonist: 37.2; 697 NFkB inh: -182.1; Jurkat NFkB inh: -79.8

How did COc1ccc(CNC(=O)CCC(=O)n2ncc3cc(C)ccc32)cc1 do in these assays?
Apaf1 inhib: 8.7; UBC13 polyUb: 2.1; Gli-Sufu block: -4.2; EBI2 antag: -11.2; SENP8 block: 12.5; CCR6 antagonist: -10.3; 697 NFkB inh: 12.8; Jurkat NFkB inh: -7.0

What do the screens show for `CC(C)C(=O)C1=Cc2cccc([N+](=O)[O-])c2OC1N1CCOCC1` (stereo not given)?
Apaf1 inhib: 4.1; UBC13 polyUb: -12.1; Gli-Sufu block: 1.6; EBI2 antag: -13.7; SENP8 block: 9.4; CCR6 antagonist: 17.1; 697 NFkB inh: -3.2; Jurkat NFkB inh: 0.8

Results for CN(C)S(=O)(=O)c1ccc(C(=O)N2CCN(S(=O)(=O)c3cccs3)CC2)cc1 ?
Apaf1 inhib: -4.6; UBC13 polyUb: 4.2; Gli-Sufu block: 9.7; EBI2 antag: -4.9; SENP8 block: 1.8; CCR6 antagonist: -10.4; 697 NFkB inh: 2.1; Jurkat NFkB inh: 7.1

How did Cc1ccoc1C(=O)Nc1ccc(CC(=O)O)cc1 do in these assays?
Apaf1 inhib: -4.7; UBC13 polyUb: 0.7; Gli-Sufu block: 31.4; EBI2 antag: 1.9; SENP8 block: 1.7; CCR6 antagonist: 13.4; 697 NFkB inh: 65.9*; Jurkat NFkB inh: 37.8

What do the screens show for `Cc1ccc(C(C)(C)C)cc1S(=O)(=O)N1CCC(C(=O)N2CCN(c3ccc(O)cc3)CC2)CC1`?
Apaf1 inhib: 18.5; UBC13 polyUb: -22.7; Gli-Sufu block: -1.1; EBI2 antag: -8.0; SENP8 block: -1.1; CCR6 antagonist: 11.9; 697 NFkB inh: -83.1; Jurkat NFkB inh: -1.7

How did CCOC(=O)C1=C(C)Nc2nc3ccccc3n2C1c1ccc(O)cc1 (stereo not given) do in these assays?
Apaf1 inhib: -10.1; UBC13 polyUb: -6.0; Gli-Sufu block: -6.4; EBI2 antag: 15.8; SENP8 block: 1.7; CCR6 antagonist: 14.0; 697 NFkB inh: 4.1; Jurkat NFkB inh: -0.2

How did O=C1OCCN1C(=O)[C@H]1[C@H](c2ccccc2)C(c2ccccc2)=NN1c1ccccc1 do in these assays?
Apaf1 inhib: 30.7; Gli-Sufu block: -0.1; EBI2 antag: 2.8; CCR6 antagonist: 26.5; 697 NFkB inh: -9.7

What do the screens show for `O=C(Nc1cc(Cl)ccc1Oc1ccccc1)c1cnccn1`?
Apaf1 inhib: 3.0; UBC13 polyUb: 1.7; Gli-Sufu block: 3.5; EBI2 antag: -0.7; SENP8 block: 1.1; CCR6 antagonist: 5.7; 697 NFkB inh: -18.4; Jurkat NFkB inh: -4.4

Results for Cc1ccc2c(c1)CCCN2C(=O)c1cc(C)c(C)s1 ?
Apaf1 inhib: 8.2; UBC13 polyUb: 0.5; Gli-Sufu block: -2.4; EBI2 antag: 5.8; SENP8 block: -22.3; CCR6 antagonist: 15.5; 697 NFkB inh: -26.8; Jurkat NFkB inh: -14.2

Results for CCCCCCCCC(=O)Nc1cc(C)ccc1OC ?
Apaf1 inhib: 25.1; UBC13 polyUb: 0.0; Gli-Sufu block: 5.3; EBI2 antag: 11.4; SENP8 block: -8.8; CCR6 antagonist: 9.3; 697 NFkB inh: -8.3; Jurkat NFkB inh: 14.5

How did O=C(CSCc1ccc([N+](=O)[O-])cc1)Nc1ccccc1C(=O)O do in these assays?
Apaf1 inhib: 2.6; UBC13 polyUb: -8.6; Gli-Sufu block: -8.3; EBI2 antag: -6.8; SENP8 block: -7.3; CCR6 antagonist: -4.8; 697 NFkB inh: -4.3; Jurkat NFkB inh: -14.7

How did O=C(Nc1ccc(S(=O)(=O)NC2=NCCCCC2)cc1)c1ccc(Cl)cc1Cl do in these assays?
Apaf1 inhib: 12.4; UBC13 polyUb: -9.4; Gli-Sufu block: 4.9; EBI2 antag: -4.0; SENP8 block: -9.3; CCR6 antagonist: 5.9; 697 NFkB inh: -14.1; Jurkat NFkB inh: -1.2

What do the screens show for `Cc1ccc(NC(=O)c2c(C(F)(F)F)nn(C)c2Cl)cc1C`?
Apaf1 inhib: 6.4; UBC13 polyUb: -0.9; Gli-Sufu block: -0.7; EBI2 antag: -3.6; SENP8 block: -13.0; CCR6 antagonist: -4.5; 697 NFkB inh: 11.9; Jurkat NFkB inh: -4.0

Results for O=C(CSc1nnc2ccc(-c3ccccn3)nn12)Nc1ccccc1 ?
Apaf1 inhib: -0.4; UBC13 polyUb: 4.7; Gli-Sufu block: -2.6; EBI2 antag: -6.5; SENP8 block: -5.8; CCR6 antagonist: 6.0; 697 NFkB inh: 12.7; Jurkat NFkB inh: 5.5

What do the screens show for `COC(=O)/C=C1/SC(=Nc2ccc(Cl)c(Cl)c2)NC1=O`?
Apaf1 inhib: 3.9; UBC13 polyUb: -20.3; Gli-Sufu block: 4.2; EBI2 antag: 13.3; SENP8 block: -10.1; CCR6 antagonist: -0.1; 697 NFkB inh: 11.4; Jurkat NFkB inh: -11.0

Results for CCN(c1cccc(C)c1)S(=O)(=O)c1cccc2nsnc12 ?
Apaf1 inhib: 11.4; UBC13 polyUb: 2.6; Gli-Sufu block: 18.0; EBI2 antag: 0.9; SENP8 block: 0.9; CCR6 antagonist: 8.6; 697 NFkB inh: -9.1; Jurkat NFkB inh: 1.3

Results for CC(C)n1c(=O)c2c(O)cc(=O)oc2c2ccccc21 ?
Apaf1 inhib: 8.0; UBC13 polyUb: 1.3; Gli-Sufu block: 2.4; EBI2 antag: -2.1; SENP8 block: -9.2; CCR6 antagonist: -3.3; 697 NFkB inh: 11.1; Jurkat NFkB inh: -0.9

Quoted at random: three entries already listed.
How did O=C(Nc1ccc(S(=O)(=O)NC2=NCCCCC2)cc1)c1ccc(Cl)cc1Cl do in these assays?
Apaf1 inhib: 12.4; UBC13 polyUb: -9.4; Gli-Sufu block: 4.9; EBI2 antag: -4.0; SENP8 block: -9.3; CCR6 antagonist: 5.9; 697 NFkB inh: -14.1; Jurkat NFkB inh: -1.2

What do the screens show for `COC(=O)/C=C1/SC(=Nc2ccc(Cl)c(Cl)c2)NC1=O`?
Apaf1 inhib: 3.9; UBC13 polyUb: -20.3; Gli-Sufu block: 4.2; EBI2 antag: 13.3; SENP8 block: -10.1; CCR6 antagonist: -0.1; 697 NFkB inh: 11.4; Jurkat NFkB inh: -11.0

Results for CC(C)Cn1c(N)c(C(=O)COC(=O)COc2cccc(C(F)(F)F)c2)c(=O)n(C)c1=O ?
Apaf1 inhib: 6.1; UBC13 polyUb: 1.0; Gli-Sufu block: 23.1; EBI2 antag: -1.1; SENP8 block: -10.2; CCR6 antagonist: 7.8; 697 NFkB inh: -35.0; Jurkat NFkB inh: -4.3

Later entries
What do the screens show for `Oc1cccc(/C=N/NC(=S)NCCN2CCOCC2)c1O`?
Apaf1 inhib: 3.1; UBC13 polyUb: -8.4; Gli-Sufu block: 24.2; EBI2 antag: 11.9; SENP8 block: -2.8; CCR6 antagonist: -62.5; 697 NFkB inh: -61.0; Jurkat NFkB inh: 7.7

How did Cc1ccccc1SCC(=O)NCCCn1ccnc1 do in these assays?
Apaf1 inhib: 9.3; UBC13 polyUb: -7.1; Gli-Sufu block: -6.6; EBI2 antag: -2.6; SENP8 block: -5.0; CCR6 antagonist: 7.7; 697 NFkB inh: -6.5; Jurkat NFkB inh: 3.1

How did CCOC(=O)C1CCN(C(=O)c2oc3ccc4c(c3c2C)C(O)CC2(CCCCC2)O4)CC1 (stereo not given) do in these assays?
Apaf1 inhib: 17.8; UBC13 polyUb: 12.5; Gli-Sufu block: -20.1; EBI2 antag: -2.0; SENP8 block: -1.3; CCR6 antagonist: 8.7; 697 NFkB inh: -19.5; Jurkat NFkB inh: 10.8

What do the screens show for `CCCCCCNCc1cccc(Br)c1`?
Apaf1 inhib: 1.8; UBC13 polyUb: -4.3; Gli-Sufu block: 1.4; EBI2 antag: 1.4; SENP8 block: 3.1; CCR6 antagonist: 14.2; 697 NFkB inh: -41.9; Jurkat NFkB inh: -14.8

Results for Cc1cccc(C(=O)N2CCC(=O)N(C(COCc3ccccc3)Cc3ccccc3)CC2)c1 (stereo not given) ?
Apaf1 inhib: 7.6; UBC13 polyUb: 8.8; Gli-Sufu block: 5.1; EBI2 antag: 10.6; SENP8 block: -3.1; CCR6 antagonist: 4.1; 697 NFkB inh: -1.6; Jurkat NFkB inh: 2.4

Results for COc1ccc2cc(C3(C)NC(=O)N(CC(=O)N4CCCCC4)C3=O)ccc2c1 (stereo not given) ?
Apaf1 inhib: 18.1; UBC13 polyUb: -2.8; Gli-Sufu block: 4.7; EBI2 antag: 2.6; SENP8 block: -17.9; CCR6 antagonist: 11.6; 697 NFkB inh: 12.8; Jurkat NFkB inh: -14.0

What do the screens show for `COCCCNC(=O)Cn1ncc2ccsc2c1=O`?
Apaf1 inhib: -3.5; UBC13 polyUb: 3.5; Gli-Sufu block: 3.0; EBI2 antag: -2.9; SENP8 block: -7.8; CCR6 antagonist: -0.1; 697 NFkB inh: 2.3; Jurkat NFkB inh: 6.4

What do the screens show for `O=C1NC(C(=O)O)=CC(c2ccc([N+](=O)[O-])cc2)N1` (stereo not given)?
Apaf1 inhib: -20.4; UBC13 polyUb: 3.4; Gli-Sufu block: -1.6; EBI2 antag: -7.1; SENP8 block: 0.3; CCR6 antagonist: 5.5; 697 NFkB inh: 14.6; Jurkat NFkB inh: 6.2

What do the screens show for `O=C(NCc1ccccn1)c1nnc(Cc2ccc(Cl)cc2)o1`?
Apaf1 inhib: 1.9; UBC13 polyUb: 9.1; Gli-Sufu block: 3.6; EBI2 antag: -0.8; SENP8 block: 1.1; CCR6 antagonist: -5.7; 697 NFkB inh: 11.7; Jurkat NFkB inh: 0.2

How did CCN(CC)S(=O)(=O)c1ccc2c(c1)c(=O)c(C(=O)NCCCN(C)c1ccccc1)cn2C do in these assays?
Apaf1 inhib: 31.5; UBC13 polyUb: 2.2; Gli-Sufu block: 5.6; EBI2 antag: 12.9; SENP8 block: -0.5; CCR6 antagonist: 20.4; 697 NFkB inh: 1.2; Jurkat NFkB inh: 3.7

How did O=C(CCCC(=O)c1ccc(O)cc1)c1ccc(O)cc1 do in these assays?
Apaf1 inhib: 1.6; UBC13 polyUb: 1.7; Gli-Sufu block: -73.9; EBI2 antag: 3.7; SENP8 block: 88.6*; CCR6 antagonist: 13.2; 697 NFkB inh: -223.5; Jurkat NFkB inh: -163.3

Results for CCc1ccc(NC(=O)CS(=O)CC(=O)Nc2ccc(-n3cnnn3)c(C)c2)cc1 (stereo not given) ?
Apaf1 inhib: 5.9; UBC13 polyUb: -0.4; Gli-Sufu block: 19.2; EBI2 antag: 0.7; SENP8 block: -9.2; CCR6 antagonist: -2.5; 697 NFkB inh: -7.9; Jurkat NFkB inh: -1.9

Only part of the results is shown, so the mix of outcomes need not match the whole.
